# Screening data from PubChem.
# Fibroblast inh – blocks proliferation of human lung fibroblasts | 85,000 tested, 1.1% active | LL 47 human lung fibroblast viability, ATP luminescence; active compounds read low | viability, % at 10 µM;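 active = viability at or below 50% in the single dose screen; inactive = viability above 50%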;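 also: compound exposure lasted 72 h before the ATP readout; 100% = median luminescence of untreated cell-only wells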
#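 material = human LL 47 lung fibroblast cells | dosing = compounds added from tenfold dosing solution, 0.1% DMSO final | timing = overnight cell rest, 72 h compound treatment at 37 °C | measured by = CellTiter-Glo luminescence measuring cellular ATP | evaluation = % viability versus median cells-only luminescence | control set = cell-only wells, no compound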
# Smad3 inh – blocks human Smad3 binding to FoxH1 peptide; 88,000 tested, 0.29% active; inhibition, % at 25 µM; P84022; TR-FRET Smad3/Dy647-FoxH1 peptide binding, europium anti-His;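 active = compounds that reduce the energy-transfer binding signal between the protein and its labelled peptide by more than half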;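 also: 0% = Smad3 plus labelled peptide maximal FRET and 100% = peptide-only background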
# ERa coact inh – blocks coactivator binding to human estrogen receptor alpha; P03372; TR-FRET ER-alpha LBD / SRC-1 peptide, estradiol-bound; inhibition, % at 25.6 µM; 86,000 tested, 1.7% active; in the data active = inhibition above about 50%;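 also: 0% = receptor plus peptide control and 100% = peptide only without receptor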
# Target sequence (P03372 whole entry, looked up, the tested form may be a part): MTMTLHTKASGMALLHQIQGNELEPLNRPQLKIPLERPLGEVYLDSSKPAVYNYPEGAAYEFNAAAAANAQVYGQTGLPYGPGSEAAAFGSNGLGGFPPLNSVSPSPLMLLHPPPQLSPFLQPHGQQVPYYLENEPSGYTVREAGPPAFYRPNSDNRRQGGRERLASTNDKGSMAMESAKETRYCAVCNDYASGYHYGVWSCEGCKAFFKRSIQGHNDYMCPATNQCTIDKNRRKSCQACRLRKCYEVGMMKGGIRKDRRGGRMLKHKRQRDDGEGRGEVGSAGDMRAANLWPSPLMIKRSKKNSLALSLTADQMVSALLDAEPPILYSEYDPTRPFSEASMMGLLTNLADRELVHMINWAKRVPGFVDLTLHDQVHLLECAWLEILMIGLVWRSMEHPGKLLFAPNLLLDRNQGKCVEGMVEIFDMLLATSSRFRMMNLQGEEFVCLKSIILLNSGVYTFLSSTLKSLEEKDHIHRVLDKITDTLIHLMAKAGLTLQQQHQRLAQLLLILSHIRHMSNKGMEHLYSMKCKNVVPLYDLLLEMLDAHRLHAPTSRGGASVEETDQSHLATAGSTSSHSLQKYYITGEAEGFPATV
# HUVEC inhibit – blocks proliferation of human endothelial cells. HUVEC proliferation, CellTiter-Glo luminescence, 72 h; active compounds read low. viability, % at 10 µM (by protocol). 86,000 tested, 1.1% active;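 active = viability at or below 30%; inactive = viability above 30%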;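 also: 100% = median luminescence of DMSO-only cell control wells on each plate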
# H69AR inhibit – blocks growth of human H69AR lung tumor cells | 85,000 tested, 6% active | AID 598 | H69AR lung tumor viability, ATP luminescence, 72 h; active compounds read low | viability, % at 10 µM;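 active = viability at or below 40%; inactive = viability above 40%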;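 also: multidrug resistant small cell line overexpressing MRP-1 efflux transporter; 100% = mean luminescence of untreated control wells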
# ERb coact inh – blocks coactivator binding to human estrogen receptor beta | Q92731 | TR-FRET ER-beta LBD / SRC1-Cy5 peptide binding; receptor agonist-loaded with 1 µM estradiol | inhibition, % at 25.6 µM | 86,000 tested, 1.3% active | AID 633;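 active = compounds whose percent inhibition of the receptor-coactivator binding signal exceeds about 50% in the single-dose screen, limit read from the data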;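 also: 0% = receptor plus peptide wells without compound and 100% = peptide-only wells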
# Target sequence (Q92731 whole entry, looked up, the tested form may be a part): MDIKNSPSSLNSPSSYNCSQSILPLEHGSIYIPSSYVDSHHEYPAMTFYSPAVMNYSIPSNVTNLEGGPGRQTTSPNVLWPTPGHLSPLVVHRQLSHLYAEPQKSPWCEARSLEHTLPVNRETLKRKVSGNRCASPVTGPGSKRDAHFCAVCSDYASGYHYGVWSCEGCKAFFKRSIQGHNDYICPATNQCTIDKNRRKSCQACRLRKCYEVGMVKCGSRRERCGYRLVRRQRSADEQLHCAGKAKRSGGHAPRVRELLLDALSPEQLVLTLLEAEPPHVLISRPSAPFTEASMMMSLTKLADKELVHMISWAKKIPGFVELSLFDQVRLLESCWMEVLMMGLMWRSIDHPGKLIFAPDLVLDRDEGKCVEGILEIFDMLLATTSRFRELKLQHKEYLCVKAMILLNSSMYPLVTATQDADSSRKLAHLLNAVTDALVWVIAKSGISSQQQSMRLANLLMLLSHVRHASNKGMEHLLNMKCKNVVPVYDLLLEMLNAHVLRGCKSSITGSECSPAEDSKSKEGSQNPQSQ
# CD11b adhes enh – CD11b/CD18-fibrinogen binding enhancement; K562 CD11b/CD18 adhesion to fibrinogen, ATPlite luminescence; 93,000 tested, 0.07% active; activation, % at 10 µM; P05107+P11215;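 active = 10 µM primary screen giving 50% or more activity, confirmed by 40% or more on retest at that dose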; also: strong numbers were not always called active
# ERa coact pot – ER-alpha (human) coactivator binding potentiation; P03372; TR-FRET ERalpha-LBD/SRC-Cy5 coactivator binding, 2 h; 100 = basal binding, no effect; coactivator binding (% of control), % at 25.6 µM; 86,000 tested, 1.3% active; in the data active = activity above about 200%;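 also: binding measured in presence of low estradiol as agonist stimulus; 0% = peptide alone without receptor and 100% = receptor with peptide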
# MT1-MMP txn act – activates MT1-MMP transcription | HT1080 MT1-MMP promoter luciferase reporter, luminescence, overnight; active compounds read high | activation factor at 10 µM | 86,000 tested, 0.16% active | AID 750;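 active = activation factor of at least 2 for MT1-MMP transcription at 10 µM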
# The depositor's hits bear a star; · = not tested or not shown; [ ] = remark or other dose. An excerpt (hit frequency here may not be typical).
item	SMILES	MT1-MMP txn act	Fibroblast inh	CD11b adhes enh	H69AR inhibit	ERb coact inh	ERa coact pot	HUVEC inhibit	Smad3 inh	ERa coact inh
1	COc1ccccc1OCc1nnc(SCC(=O)NCc2ccco2)n1Cc1ccco1	1	107	0	83	29[fluorescence artefact?]	207*[fluorescence artefact?]	108	4	37
2	O=C(Nc1ccc(N2CCCC2)cc1)c1ccc(Br)o1	0.5	107	54	86	68*[fluorescence artefact?]	58[fluorescence artefact?]	91	-16	59*[fluorescence artefact?]
3	CC(NC(=O)OCc1ccccc1)C(=O)OCN1C(=O)c2ccccc2C1=O (centres undefined)	1.3	98	4	93	-5	127	104	-4	-3
4	N#Cc1c(SCC(N)=O)nc2c(c1-c1ccc(O)cc1)CCCC2	1	103	4	92	-1	51	104	-25	3
5	O=C(O)CN1C(=O)SC(Nc2ccccc2C(=O)O)C1=O (centres undefined)	1.1	102	-3	94	-9	109	95	2	0
6	COc1ccc(Cn2nnnc2C(c2cccs2)N2CCSCC2)cc1 (centres undefined)	1.1	104	0	86	2	93	99	-9	7
7	CCOC(=O)c1[nH]c(C)c(/C=N/O)c1C	1.1	96	0	85	4	114	90	-1	-4
8	COc1ccc(CN2CCN(C(=O)CC(C)C)CC2)c2ccccc12	1.1	105	-2	74	3	99	88	12	2
9	CN1C(=O)N(C)C(NC(=O)Nc2ccccc2)C1NC(=O)Nc1ccccc1 (centres undefined)	1	102	2	98	-9	123	100	2	3
10	CCC(C)NC(=O)C(NS(=O)(=O)c1cccc2nsnc12)c1ccccc1 (centres undefined)	1.3	105	·	106	-14[fluorescence artefact?]	125	93	6	0
11	Cc1c(C(=O)Nc2ccncc2)oc2ccccc12	1.2	93	-9	93	-12	98	106	1	-18
12	CCn1nc(C)c(NC(=O)/C=C/c2ccc(OC)c(COc3ccc(Br)cc3)c2)c1C	0.9	92	·	29*	0	108	11*	2	0
13	Brc1c(CSc2nncn2-c2ccccc2)nc2sccn12	0.9	94	·	86	-22	97	89	4	-24
14	C=CCn1c(SCC(=O)N2CC(=O)Nc3ccccc32)nc2scc(-c3ccccc3)c2c1=O	1.2	99	26	26*	1[fluorescence artefact?]	145	74	0	-1[fluorescence artefact?]
15	COc1ccc(/C(O)=C2/C(=O)C(=O)N(CCCN(C)C)C2c2ccccc2)cc1Cl (centres undefined)	1.2	98	-1	91	-4[fluorescence artefact?]	123	95	-7	-3
16	Cc1ccc(S(=O)(=O)N2CCN(S(=O)(=O)c3ccccc3)C2)cc1	·	102	-2	90	-1	99	93	6	-7
17	O=C(CSc1nc2ccccc2n1CC(=O)N1CCOCC1)N1CCCC1	1.1	112	·	89	-11[fluorescence artefact?]	95	103	3	-1
18	CC(C)CC(=O)Nc1ccc(-c2cn3ccsc3n2)cc1	0.6	84	-2	51	-2	101[fluorescence artefact?]	90	10[fluorescence artefact?]	-9
19	CC(CN1CCCC1)OC(=O)COc1ccccc1 (centres undefined)	1.1	114	3	98	-2[fluorescence artefact?]	111	102	-9	2[fluorescence artefact?]
20	O=C(NCC1CCCO1)c1cccc(F)c1 (centres undefined)	1.2	96	0	91	-17	91	90	-11	-3

# Nos. 11 through 13 from above:
item	SMILES	MT1-MMP txn act	Fibroblast inh	CD11b adhes enh	H69AR inhibit	ERb coact inh	ERa coact pot	HUVEC inhibit	Smad3 inh	ERa coact inh
11	Cc1c(C(=O)Nc2ccncc2)oc2ccccc12	1.2	93	-9	93	-12	98	106	1	-18
12	CCn1nc(C)c(NC(=O)/C=C/c2ccc(OC)c(COc3ccc(Br)cc3)c2)c1C	0.9	92	·	29*	0	108	11*	2	0
13	Brc1c(CSc2nncn2-c2ccccc2)nc2sccn12	0.9	94	·	86	-22	97	89	4	-24

# (more compounds)
item	SMILES	MT1-MMP txn act	Fibroblast inh	CD11b adhes enh	H69AR inhibit	ERb coact inh	ERa coact pot	HUVEC inhibit	Smad3 inh	ERa coact inh
21	c1ccc2nc(-c3nc4ccccc4[nH]3)ccc2c1	0.2	64	1	68	-1	101	66	-7	-2
22	c1ccc(C2=Nn3c(nnc3-c3n[nH]c4c3CCC4)SC2)cc1	1.2	76	1	44	3	95	73	1	0
23	COC(=O)[C@H](C)NC(=O)Nc1ccc(C)c(C)c1	1	94	2	98	-2	114	96	-2	-16
24	N#C/C(=C(\O)CCl)c1nnc2n1CCCCC2	·	83	1	26*	-14	96	83	1	-2
25	Cc1ccccc1Cn1c(=O)n(CCC(=O)NCc2ccc3c(c2)OCO3)c(=O)c2ccccc21	1.2	98	-4	85	25	92[fluorescence artefact?]	57	-13	50[fluorescence artefact?]
26	COc1ccc(-c2nc3cnccn3c2Nc2ccc(C)cc2)cc1	·	96	6	84	2	102[fluorescence artefact?]	98	-6	-3
27	C=C(C)c1cccc(C(C)(C)NC(=O)Nc2ncccn2)c1	1.1	101	20	66	-4	105	94	4	-2
28	CCOC(=O)NC(=O)CSc1nnnn1-c1ccc(Cl)cc1	1.3	102	·	100	-2	114	111	-2	-4
29	Clc1ccc(Cn2ncc3c(N4CCCCC4)ncnc32)cc1	1.3	99	4	107	-13	111	78	8	-15
30	COc1ccc(OC)c(C2C(C(C)=O)=C(O)C(=O)N2c2ccc(O)cc2)c1 (centres undefined)	1.2	108	2	99	-5[fluorescence artefact?]	112[fluorescence artefact?]	91	-5	6[fluorescence artefact?]

# Of the compounds above, these have a thiophene ring, fused or not.
item	SMILES	MT1-MMP txn act	Fibroblast inh	CD11b adhes enh	H69AR inhibit	ERb coact inh	ERa coact pot	HUVEC inhibit	Smad3 inh	ERa coact inh
6	COc1ccc(Cn2nnnc2C(c2cccs2)N2CCSCC2)cc1 (centres undefined)	1.1	104	0	86	2	93	99	-9	7
14	C=CCn1c(SCC(=O)N2CC(=O)Nc3ccccc32)nc2scc(-c3ccccc3)c2c1=O	1.2	99	26	26*	1[fluorescence artefact?]	145	74	0	-1[fluorescence artefact?]

# The list continues:
item	SMILES	MT1-MMP txn act	Fibroblast inh	CD11b adhes enh	H69AR inhibit	ERb coact inh	ERa coact pot	HUVEC inhibit	Smad3 inh	ERa coact inh
31	Cn1c(NCCO)nc2c(c1=O)C1(CCCCC1)Cc1ccccc1-2	1.1	103	10	93	-6	83	81	-2	0
32	CCc1oc(C(=O)O)cc1CN(CC)CC	1.1	105	-2	103	4	131	110	13	-6
33	Cc1nnc(SCC(=O)NCc2ccco2)n1-c1ccccc1	1.1	99	3	96	6	111	108	-11	4
34	CC(C)c1cc(NCCN2CCOCC2)n2c(nc3ccccc32)c1C#N	1.1	101	·	65	44	111	90	-17	1
35	CC(C)c1ccc(-c2nc(N3CCCCCC3)nc3n[nH]c(N)c23)cc1	·	81	3	41	-6	106	73	3	-4
36	CC(C)N(C(=O)CN(C#N)c1nc(N(C)C)nc(N(C)C)n1)c1ccccc1	1.2	99	-2	81	8[fluorescence artefact?]	89	95	-5	13
37	O=C(O)c1cc(/C=N\O)ccc1OCc1ccccc1	1.2	98	-4	95	-5	89	99	11	4
38	O=S1(=O)N=C(Nc2ccc(N3CCOCC3)cc2)c2ccccc21	·	87	·	89	51*[fluorescence artefact?]	80[fluorescence artefact?]	111	-5	-25[fluorescence artefact?]
39	CCOc1cccc(NC(=O)c2ccc(S(=O)(=O)N(C)C)cc2)c1	1.2	108	3	75	-2	95	79	-1	-1
40	Cc1ccc(-c2noc(-c3ccccc3C(=O)N3CCOCC3)n2)cc1	1.3	93	-4	95	0	97	93	0	-5

# Arranged by length of the SMILES (descending): three of the compounds above
item	SMILES	MT1-MMP txn act	Fibroblast inh	CD11b adhes enh	H69AR inhibit	ERb coact inh	ERa coact pot	HUVEC inhibit	Smad3 inh	ERa coact inh
35	CC(C)c1ccc(-c2nc(N3CCCCCC3)nc3n[nH]c(N)c23)cc1	·	81	3	41	-6	106	73	3	-4
38	O=S1(=O)N=C(Nc2ccc(N3CCOCC3)cc2)c2ccccc21	·	87	·	89	51*[fluorescence artefact?]	80[fluorescence artefact?]	111	-5	-25[fluorescence artefact?]
32	CCc1oc(C(=O)O)cc1CN(CC)CC	1.1	105	-2	103	4	131	110	13	-6

# Going on with the list:
item	SMILES	MT1-MMP txn act	Fibroblast inh	CD11b adhes enh	H69AR inhibit	ERb coact inh	ERa coact pot	HUVEC inhibit	Smad3 inh	ERa coact inh
41	O=C1CC(c2ccccc2)Sc2ccccc2N1 (centres undefined)	1.6	95	-2	100	-15	95[fluorescence artefact?]	89	14	-6
42	O=C(CN1CCC(NC(=O)c2cccc(F)c2)CC1)NCc1ccccc1F	1	104	0	88	-2	91	101	-17	0[fluorescence artefact?]
43	CCC(C)C(NC(=O)C1CCC(C)CC1)C(=O)Nc1cc(OC)ccc1OC (centres undefined)	1.2	·	0	·	11[fluorescence artefact?]	120	·	10	7[fluorescence artefact?]
44	CC1(c2cccs2)CC(c2cccs2)=C(C#N)C(=O)N1 (centres undefined)	0.9	104	0	98	5	105	95	10	9
45	Cc1c(C(N)=O)c(N)c(C(=O)c2ccccc2)n1-c1ccccc1	1.2	89	-1	101	1	106	106	-1	2
46	O=C(COCc1nc2ccccc2c(=O)[nH]1)NCC1CCCCC1	1.3	91	·	93	-18[fluorescence artefact?]	105	85	3	-24
47	COc1ccc(Cl)cc1NC(=O)CCCN1C(=O)CCC1=O	1.1	96	-1	83	-1	79	94	-2	3
48	O=C(OCC(=O)N1CCCCC1)c1c[nH]c(=O)[nH]c1=O	1.1	·	-1	90	6	134	91	-5	40[fluorescence artefact?]
49	CC(C)C12CN3CC(C(C)C)(CN(C1)C3c1ccccc1)C2O (centres undefined)	1.2	96	-3	89	8	101	89	-3	-17
50	O=C(O)C(=O)/C(=C\c1ccccc1)c1ccc2ccccc2n1	1.9	99	4	93	-2[fluorescence artefact?]	108	75	7	4[fluorescence artefact?]

# Profiles, quoted from the list. Order of screens: MT1-MMP txn act, Fibroblast inh, CD11b adhes enh, H69AR inhibit, ERb coact inh, ERa coact pot, HUVEC inhibit, Smad3 inh, ERa coact inh
# `COc1ccc(Cl)cc1NC(=O)CCCN1C(=O)CCC1=O` as listed: 1.1, 96, -1, 83, -1, 79, 94, -2, 3
# `O=C1CC(c2ccccc2)Sc2ccccc2N1` (centres undefined) as listed: 1.6, 95, -2, 100, -15, 95[fluorescence artefact?], 89, 14, -6
# `O=C(COCc1nc2ccccc2c(=O)[nH]1)NCC1CCCCC1` as listed: 1.3, 91, ·, 93, -18[fluorescence artefact?], 105, 85, 3, -24
# `CC1(c2cccs2)CC(c2cccs2)=C(C#N)C(=O)N1` (centres undefined) as listed: 0.9, 104, 0, 98, 5, 105, 95, 10, 9
# `O=C(O)C(=O)/C(=C\c1ccccc1)c1ccc2ccccc2n1` as listed: 1.9, 99, 4, 93, -2[fluorescence artefact?], 108, 75, 7, 4[fluorescence artefact?]

# New compounds follow.
item	SMILES	MT1-MMP txn act	Fibroblast inh	CD11b adhes enh	H69AR inhibit	ERb coact inh	ERa coact pot	HUVEC inhibit	Smad3 inh	ERa coact inh
51	COc1ccc(C(C)C)cc1S(=O)(=O)Nc1ccc(Cl)cn1	1.1	89	2	94	74*[fluorescence artefact?]	134	101	5	-2
52	COCCCNS(=O)(=O)c1ccc2c(c1)OCCO2	1.1	102	-2	94	-3	97[fluorescence artefact?]	94	27[fluorescence artefact?]	0[fluorescence artefact?]
53	COc1cc(-c2nnc3sc(-c4cccnc4)nn23)cc(OC)c1OC	0.9	103	·	87	3	90	97	18	-4
54	O=C1/C(=C/c2cccnc2)Oc2cc(OS(=O)(=O)c3ccc(F)cc3)ccc21	1	95	2	35*	-11	114	94	2	-6
55	COc1ccccc1N1CCN(C(=O)CSc2nc(-c3ccccc3)cc(=O)[nH]2)CC1	1.2	99	·	91	-9[fluorescence artefact?]	97	76	20	-23[fluorescence artefact?]
56	Cn1c(SCC(=O)c2ccccc2)nnc1C1CC1	1.4	100	0	79	-3[fluorescence artefact?]	112	108	-7	-2
